Screening results: PubChem, National Center for Advancing Translational Sciences (NCATS)
Mito fusion yeast = qHTS Assay for Small Molecule Inhibitors of Mitochondrial Division or Activators of Mitochondrial Fusion; 0.23% of 320,000 active; AID 485298, 2010; S. cerevisiae fusion-defective mutant growth rescue, CellTiterGlo 48 h; Potency, µM (doses to about 46.1 µM), for inactives: at the highest dose growth rescue (activation), hits mostly activators;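 further: potency means the concentration at half of the fitted maximal effect; % of control where 0% means no effect; nearly all actives have a fitted effect of over 45% in size; temperature-sensitive fusion mutants such as fzo1-1 at 37 °C on non-fermentable ethanol glycerol medium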
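S. cerevisiae fusion-defective temperature-sensitive mutants (e.g. fzo1-1, mgm1-5) grown 48 h at 37C in YPEG (ethanol/glycerol non-fermentable) medium with 23 nl compound per well; growth rescue read as CellTiterGlo luminescence.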
MBNL1 CUG block = qHTS Assay for Inhibitors of MBNL1-poly(CUG) RNA binding; Muscleblind-like protein 1 (Homo sapiens), Q9NR56; TR-FRET MBNL1-His/biotin-(CUG)12 binding, 665/545 ratio; Potency, µM (titrated, usually from 57.5 µM), for the others: top-dose activity change, negative = inhibition, most hits filed as inhibitors; 0.036% of 280,000 active; AID 2675, 2010; active means well fitted inhibition curve with a large enough effect in the signal ratio, with a control signal flat, not every such curve was filed as active; inconclusive means small, poorly fitted or top-dose-only effect, or effect the other way, or a change in a side signal; inactive means no such curve, though single readings can be large or run the other way; the % refers to the signal ratio; further: potency means the concentration at half of the fitted maximal effect; on the % scale 0 is the no-effect control and ±100 the full control effect
Target sequence (Q9NR56 whole entry, looked up): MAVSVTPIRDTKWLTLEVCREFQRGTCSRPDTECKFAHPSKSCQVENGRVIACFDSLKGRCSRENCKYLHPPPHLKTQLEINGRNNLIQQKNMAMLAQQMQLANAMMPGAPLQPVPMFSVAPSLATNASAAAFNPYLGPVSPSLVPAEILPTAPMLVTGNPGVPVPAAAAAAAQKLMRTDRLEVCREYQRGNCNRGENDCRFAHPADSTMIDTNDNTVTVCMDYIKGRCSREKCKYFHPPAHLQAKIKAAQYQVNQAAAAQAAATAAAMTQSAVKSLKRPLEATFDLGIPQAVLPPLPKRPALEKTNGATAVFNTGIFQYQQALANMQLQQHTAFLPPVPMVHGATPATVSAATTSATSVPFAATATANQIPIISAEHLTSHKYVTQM
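Inhibition of protein-RNA binding appears as loss of TR-FRET between terbium anti-His antibody on MBNL1-His and streptavidin-XL665 on biotin-(CUG)12. Activity is normalized to buffer-only and uninhibited-complex controls.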
S-ASM inh = Inhibitors of Secretory Acid Sphingomyelinase (S-ASM): qHTS. Sphingomyelin phosphodiesterase (Homo sapiens), P17405. placental ASM, HMU-PC fluorogenic substrate, 60 min. Potency, µM (titrated, usually from 57.5 µM), inactives show at the top dose activity change, negative = inhibition, most hits filed as inhibitors. 0.006% of 340,000 active. AID 504937, 2011; further: potency means the concentration at half of the fitted maximal effect
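Human placenta-derived ASM preincubated with compound 10 min at room temperature, then reacted with 9 uM (final) fluorogenic HMU-PC substrate for 60 min at 37 C. Stop solution raises pH to 10; fluorescence read at Ex 386/Em 447 nm.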
Menin-MLL TR inh = qHTS Assay for Inhibitors Targeting the Menin-MLL Interaction in MLL Related Leukemias: Competition With Texas Red Labeled MLL-derived Mutant Peptide; Menin + Texas Red MLL mutant peptide, fluorescence polarization; Potency, µM (titrated, usually from 61.6 µM), for the others: at the top dose FP activity change, negative = inhibition, actives largely listed as inhibitors; AID 1768, 2009; 0.23% of 270,000 active; O00255; active means well fitted inhibition curve with a large enough effect in the polarisation, with a control signal flat, not every such curve was filed as active; inconclusive means small, poorly fitted or top-dose-only effect, or effect the other way, or a change in a side signal; inactive means no such curve, though single readings can be large or run the other way; the % refers to the polarisation; further: potency means the concentration at half of the fitted maximal effect; % of control where 0% means no effect; many of its hits are not listed in these tables
KCNH2 WT inh = qHTS for Inhibitors of KCHN2 3.1: Wildtype qHTS | activity change, % at 1.84 µM | 0.37% of 340,000 active | U2OS, BacMam KCNH2, thallium flux FluxOr; hits give low values | Voltage-gated inwardly rectifying potassium channel KCNH2 (Homo sapiens), Q12809;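 active means maximum activity change below -70%; inconclusive means maximum activity change between -70% and -50%; inactive means maximum activity change above -50%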; further: on the % scale 0 is the no-effect control and ±100 the full control effect
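U2OS cells were transduced with wild-type KCNH2 virus (2.03 x 10^8 / mL) for 4 h at room temperature, then cultured overnight at 37 C. Thallium flux was read with FluxOr dye. Rate constants were normalized to DMSO controls.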
Chronic BCR inh = qHTS Assay to Find Inhibitors of Chronic Active B-Cell Receptor Signaling | ABC-DLBCL IkBa-CBG/CBR reporter, luminescence ratio, 4 h | 0.05% of 340,000 active | Potency, µM (series often up to 46.1 µM), inactives show at the highest dose ratio change, negative = lower green/red ratio, hits mostly inhibitors; active means well fitted inhibition curve with a large enough effect in the signal ratio, with a control signal flat, not every such curve was filed as active; inconclusive means small, poorly fitted or top-dose-only effect, or effect the other way, or a change in a side signal; the % refers to the signal ratio;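 further: potency means the concentration at half of the fitted maximal effect; plate controls were basal doxycycline-induced cells for no effect and cells given 10 µM MG132 for full effect; MG132 reads +100%, hits lower the ratio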
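Concentration-response series (up to 46 uM) were applied to TMD8 dual-reporter cells for 4 h at 37C with doxycycline. Green/red ratio, after filter-overlap correction, defined %Activity; red signal alone was normalised to basal cells and zero luminescence.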
GALK inhibitor = qHTS Assay for Inhibitors of Human Galactokinase (GALK). Purified GALK, Kinase-Glo residual ATP luminescence. P51570. 0.007% of 270,000 active. AID 1868, 2009. Potency, µM (titrated, usually from 57.5 µM), for the others: at the top dose activity change, negative = inhibition, most hits filed as inhibitors; further: potency means the concentration at half of the fitted maximal effect; on the % scale 0 is the no-effect control and ±100 the full control effect
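ATP-depletion format; final 35 uM ATP, 100 uM D-galactose, 5 nM enzyme; pH 8.0 HEPES/Mg2+ buffer; 60 min RT; luminescence read 10 min after detection reagent.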
Eya2 inh = qHTS Assay for Inhibitors of the Phosphatase Activity of Eya2 | Potency, µM (titrated, usually from 76.9 µM), for the others: top-dose activity, negative = inhibition, usual class: inhibitors | recombinant Eya2, OMFP fluorescence dephosphorylation (OMFP is methylfluorescein phosphate) | 0.006% of 330,000 active | AID 488837, 2010; further: potency means the concentration at half of the fitted maximal effect; on the % scale 0 is the no-effect control and ±100 the full control effect
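Eya2 (0.2 uM) preincubated 10 min at ambient with compound, then OMFP substrate added at 50 uM; 10 min reaction in 50 mM HEPES pH 7.5, 50 mM NaCl, 5 uM MgCl2, 0.05% BSA, 1 mM DTT. Fluorescence read at Ex 485/Em 525 nm.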
PKM2 activator = qHTS Assay for Activators of Human Muscle isoform 2 Pyruvate Kinase; Potency, µM (titrated, usually from 57.5 µM), inactives show at the highest dose activation, most hits filed as activators; 0.34% of 260,000 active; AID 1631, 2009; purified PKM2, Kinase-Glo ATP luminescence, activation; response scale: 0% is enzyme alone, no compound; further: potency means the concentration at half of the fitted maximal effect; on the % scale 0 is the no-effect control and ±100 the full control effect; nearly all actives have a fitted effect of over 55% in size
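Purified hPK-M2 (>95% pure) converted ADP (0.1 mM final) to ATP with 0.5 mM PEP in 50 mM imidazole pH7.2, KCl, MgCl2, Tween 20, BSA; 1 h at room temperature. ATP detected by Kinase-Glo luminescence.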
TSHR antagonist = Antagonists of the Thyroid Stimulating Hormone Receptor: HTS campaign; TSHR-expressing cells, TSH-stimulated cAMP HTRF, 2 h; hits give low values; activity change, negative = inhibition, % at 11.5 µM; 0.2% of 330,000 active; AID 504810, 2011;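 active means activity change below a set negative limit, meaning inhibition stronger than a set level, cut at about -70% in these data; inconclusive means activity change between two set negative limits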; further: on the % scale 0 is the no-effect control and ±100 the full control effect
Target sequence (P16473 whole entry, looked up): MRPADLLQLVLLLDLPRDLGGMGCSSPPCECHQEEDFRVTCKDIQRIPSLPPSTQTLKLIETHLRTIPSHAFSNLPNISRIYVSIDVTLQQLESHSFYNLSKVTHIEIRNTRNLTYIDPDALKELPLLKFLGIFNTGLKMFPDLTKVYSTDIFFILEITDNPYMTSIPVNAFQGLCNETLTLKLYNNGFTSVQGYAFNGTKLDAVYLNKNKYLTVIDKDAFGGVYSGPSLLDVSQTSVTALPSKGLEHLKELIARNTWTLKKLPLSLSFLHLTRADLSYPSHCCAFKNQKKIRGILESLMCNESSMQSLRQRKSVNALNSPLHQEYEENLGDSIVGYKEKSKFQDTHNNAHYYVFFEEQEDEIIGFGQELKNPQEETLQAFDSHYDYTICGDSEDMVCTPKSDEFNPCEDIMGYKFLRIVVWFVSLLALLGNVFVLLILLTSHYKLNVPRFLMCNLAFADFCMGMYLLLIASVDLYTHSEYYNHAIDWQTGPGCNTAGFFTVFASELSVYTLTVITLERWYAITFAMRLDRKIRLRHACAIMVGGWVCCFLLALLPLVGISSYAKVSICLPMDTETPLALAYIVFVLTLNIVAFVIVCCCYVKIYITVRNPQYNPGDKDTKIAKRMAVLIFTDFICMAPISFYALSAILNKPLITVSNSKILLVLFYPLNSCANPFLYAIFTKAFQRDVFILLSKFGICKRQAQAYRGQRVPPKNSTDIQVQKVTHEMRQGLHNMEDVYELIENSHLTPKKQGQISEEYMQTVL
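Cell-based HTRF cAMP assay; TSHR cells + compound, TSH EC80 (4nM final), 2 h, 37 deg C. Lysis with anti-cAMP cryptate and cAMP-d2, 30 min RT, read 665/620 nm.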
USP2a inh = qHTS Assay for Inhibitors of Ubiquitin-specific Protease USP2a Using CHOP2 as the Reporter; AID 463254, 2010; 0.01% of 330,000 active; USP2 core, Ub-CHOP2 coupled fluorogenic reporter, 485/531; Potency, µM (series often up to 38.3 µM), inactives show top-dose activity change, negative = inhibition, usual class: inhibitors; Ubiquitin carboxyl-terminal hydrolase 2 (Homo sapiens), O75604;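 further: potency means the concentration at half of the fitted maximal effect; plate controls were DMSO wells for no effect and full inhibition by NEM control for full effect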
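Cell-free coupled assay: 10nM USP2 core preincubated 30min RT with compound in Tris-HCl pH 8.0/CaCl2/CHAPS buffer, then 25nM Ub-CHOP2 and 25nM reporter substrate; fluorescence (Ex 485/Em 531) read after 60min RT, normalized to NEM inhibition, concentration-response curves fitted.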
Active calls of the source: *; ? = inconclusive; / = not tested or not shown; [ ] = dose if it differs, or a comment. Unless noted, the call rests on the fitted dose curve; in most records, active means well fitted curve in the direction sought with a large enough effect; inconclusive means small, poorly fitted or top-dose-only effect, or another doubt; inactive means no such curve, though single readings can be large; an effect the other way counts as inactive or inconclusive.

SMILES	Mito fusion yeast	MBNL1 CUG block	S-ASM inh	Menin-MLL TR inh	KCNH2 WT inh	Chronic BCR inh	GALK inhibitor	Eya2 inh	PKM2 activator	TSHR antagonist	USP2a inh
N/C(=N\OC(=O)c1ccc(Cl)c(Cl)c1)c1cccnc1	-9.1%	0.7%	-5.3%	-4.6%	-1.7	?	-2.3%	3.3%	-6.8%	0.7	2.7%
Cc1ccc(NC(=O)CNC(=O)c2ccc(C)s2)nc1	-1.2%	/	2.0%	/	4.4	?	/	3.0%	/	-0.5	0.0%
CC1Cc2ccccc2N1C(=O)CSc1nnnn1C1CCCC1 (stereo not drawn)	1.0%	-15.0%	1.7%	1.4%	-4.6	13.8%	3.4%	18.1%	-8.8%	24.9	-0.8%
CC1(C)C2CCC1(C)C(OC(=O)CSc1nc(N)cc(=O)[nH]1)C2 (stereo not drawn)	-3.0%	-6.0%	-2.4%	-9.1%	-10.8	4.0%	-5.5%	-7.1%	-5.1%	-11.6	3.9%
COc1cc2c(cc1OC)[C@H](C)N(C(=O)CSc1nc(O)c(C(C)C)c(=O)[nH]1)CC2	-0.3%	-1.4%	-3.4%	?	3.3	-3.5%	/	-1.8%	15.6%	-0.7	-0.7%
C=CCc1cccc2cc(C(=O)Nc3ccc(F)cc3)c(=O)oc12	-3.9%	/	-0.8%	17.1%	1.9	-4.9%	1.1%	0.3%	-8.3%	5.7	0.5%
CCOC(=O)c1c(C)[nH]c(C2=NNC(=NC(C)COC)SC2)c1C (stereo not drawn)	-5.7%	1.5%	-10.7%	6.6%	3.6	?	-0.8%	-8.0%	0.6%	-7.9	0.9%
O=C(CCn1c(=O)[nH]c2ccsc2c1=O)Nc1ccc(F)c(F)c1	2.8%	-12.5%	-0.1%	?	-2.0	?	-3.4%	-8.9%	8.0%	42.3	4.8%
Cc1cc(C(=O)OCC(=O)Nc2ccccc2Cl)c(C)o1	3.7%	/	-0.4%	/	-26.2	?	/	-11.6%	/	11.4	1.8%
COc1ccc(OC)c(NC(=O)COC(=O)c2cc3c(s2)CCC3)c1	0.7%	0.4%	55.1%[activator]	?	-1.6	-8.9%	2.3%	-8.8%	?	-9.8	-6.0%
O=C(OC(C(=O)NC1CCCC1)c1ccccn1)c1cccs1 (stereo not drawn)	1.9%	-2.8%	4.8%	-19.6%	-6.8	1.5%	-2.0%	-2.2%	-4.1%	-2.0	-7.7%
COc1ccc(N2C(N)=C(C#N)C(c3ccsc3)C3=C2CCCC3=O)c(OC)c1 (stereo not drawn)	4.9%	?	0.3%	-10.7%	-0.7	?	1.1%	3.7%	10.9%	-5.0	3.8%
COC(=O)CN(C)C(=O)c1ccc(OC)c(OC2CCN(C(C)C)CC2)c1	-0.1%	0.7%	-3.0%	0.6%	23.1	-0.1%	-8.3%	-16.8%	-0.4%	22.9	0.4%
O=C(Cn1nnc(N2CCCCC2)n1)c1ccc(Cl)c(Cl)c1	4.6%	-4.4%	-3.4%	/	36.1	0.4%	-2.5%	1.6%	6.9%	2.3	-0.2%
CCc1ccccc1N(CC(=O)NC(C)c1ccccc1)S(C)(=O)=O (stereo not drawn)	1.5%	-4.5%	0.6%	-0.7%	-6.6	0.8%	1.1%	4.3%	-11.3%	7.0	0.9%
COc1cc(OC)cc(C(=O)Nc2ccccc2N2CCOCC2)c1	6.9%	-3.5%	-2.4%	1.1%	-0.7	-0.7%	3.3%	1.1%	-2.8%	-8.9	0.2%
COc1cccc(CN2CCN(Cc3cc4ccccc4o3)CC2CCO)c1 (stereo not drawn)	-2.4%	-1.8%	-2.2%	-12.4%	8.8	-5.2%	-0.4%	1.3%	-4.8%	-11.3	1.6%
CCC(C)(C)n1nnnc1CN(Cc1ccc(Cl)cc1)Cc1ccco1	15.9%	?	-3.4%	4.4%	-26.9	-2.9%	0.3%	-12.2%	2.4%	2.9	1.7%
O=C(c1ccsc1)N1CCCC(N2CCOCC2)C1 (stereo not drawn)	-3.5%	-2.7%	-2.7%	/	6.4	-8.2%	8.7%	-3.3%	/	11.1	2.1%
O=C(c1ccccc1)C(c1ccccc1)c1ccccc1	16.4%	/	-1.3%	/	8.0	6.4%	/	1.1%	/	-8.3	2.3%
S=c1nc(-c2ccccc2)oc2c1CCCC2	0.1%	4.8%	-2.9%	8.3%	1.0	5.2%	0.5%	8.2%	-1.2%	12.9	0.9%
c1ccc(-c2nnc3n2NC(c2ccc4c(c2)OCO4)S3)cc1 (stereo not drawn)	5.2%	-4.9%	-3.2%	23.4%	-3.8	?	-5.1%	-7.4%	-17.0%	-6.2	-1.1%
CCN(CC)S(=O)(=O)c1cc(C(=O)NC2=NCCS2)ccc1Cl	12.0%	0.7%	-3.8%	-0.5%	-25.0	?	-1.3%	1.0%	3.2%	-2.2	1.0%
Nc1nnc(SCC(=O)NNC(=O)c2ccccc2F)s1	/	/	2.6%	/	-1.2	3.0%	/	1.6%	/	-0.5	1.2%
O=C(O)CN1C(=O)/C(=C\c2ccccc2OCc2ccc(Cl)cc2)SC1=S	13.6%	7.2%	8.9%	51.2%[activator]	-8.6	?	2.4%	-1.0%	/	-7.9	-0.1%
O=C(NCc1ccccn1)Nc1cccc([N+](=O)[O-])c1	-1.2%	?	-0.3%	7.8%	2.9	2.3%	-5.7%	3.5%	0.9%	-4.7	-0.6%
CCc1ccc(/C=C2\SC(N3CCCC3)=NC2=O)cc1	5.7%	?	-2.1%	?	-2.0	1.6%	1.3%	2.3%	3.5%	10.4	1.8%
N#C/C(C(=O)NCc1ccccc1)=C1\SC(CCO)C(=O)N1c1ccccc1 (stereo not drawn)	-5.6%	5.9%	-1.1%	20.6%	0.3	2.9%	-0.5%	-12.7%	4.7%	8.9	-0.5%
Cc1ccc(-c2nc3c(c(=O)[nH]c(=O)n3Cc3ccccc3)n2C)s1	2.6%	10.8%	/	/	/	1.3%	-0.7%	0.2%	1.0%	10.5	2.9%
CC(C)CC(C(=O)NC(C)(C)C)N(CC1CCCO1)C(=O)c1snc(C(N)=O)c1N (stereo not drawn)	11.2%	1.2%	169.3%[activator]	-6.0%	1.4	0.2%	0.2%	-3.5%	9.8%	12.3	-0.3%
O=C(O)CCCNS(=O)(=O)Cc1ccccc1	-1.0%	-13.4%	-1.0%	11.1%	-2.3	2.0%	1.7%	4.6%	0.9%	2.9	2.3%
O=C(COC(=O)c1cccc(O)c1)NCc1ccc2c(c1)OCO2	-5.4%	-1.2%	-3.3%	/	-9.0	0.7%	-4.4%	-12.1%	2.7%	-9.9	-0.5%
COc1ccc(N(C(=O)CNC(=O)c2cccs2)C(C(=O)NC2CCCC2)c2cccnc2)cc1 (stereo not drawn)	-3.9%	2.9%	-1.9%	-10.6%	-1.8	9.1%	0.5%	9.8%	-2.9%	-11.4	2.4%
CCn1c(CSCc2ccc(F)cc2)nnc1SCC(=O)N1CCN(c2ccccc2)CC1	3.2%	-4.6%	-2.9%	-14.2%	-1.7	-1.9%	-2.1%	-14.3%	0.4%	-16.6	2.0%
CC(CN1CCOCC1)OC(=O)COc1ccc(F)cc1 (stereo not drawn)	0.3%	-8.7%	0.4%	-0.8%	-8.7	-1.4%	2.9%	0.2%	-2.3%	-1.6	1.8%

An excerpt, so the mix of outcomes need not match the whole.
